# PTHR1 ag: PTHR1 (human) receptor agonism; actives 0.075% (n = 410,000); HEK293 GP2 PTHR1 cells, GloSensor cAMP luminescence, 1 h; Potency, µM (titrated, usually from 115 µM), for the others: at the top dose activation, most hits filed as activators; Q03431; note: potency is the fitted concentration of half-maximal effect; nearly all actives have a fitted effect of over 55% in size; some results filed as inactive show a strong effect at the top dose; inactives centre near -15; many of its hits are not listed in these tables
# Target sequence (Q03431 whole entry, looked up): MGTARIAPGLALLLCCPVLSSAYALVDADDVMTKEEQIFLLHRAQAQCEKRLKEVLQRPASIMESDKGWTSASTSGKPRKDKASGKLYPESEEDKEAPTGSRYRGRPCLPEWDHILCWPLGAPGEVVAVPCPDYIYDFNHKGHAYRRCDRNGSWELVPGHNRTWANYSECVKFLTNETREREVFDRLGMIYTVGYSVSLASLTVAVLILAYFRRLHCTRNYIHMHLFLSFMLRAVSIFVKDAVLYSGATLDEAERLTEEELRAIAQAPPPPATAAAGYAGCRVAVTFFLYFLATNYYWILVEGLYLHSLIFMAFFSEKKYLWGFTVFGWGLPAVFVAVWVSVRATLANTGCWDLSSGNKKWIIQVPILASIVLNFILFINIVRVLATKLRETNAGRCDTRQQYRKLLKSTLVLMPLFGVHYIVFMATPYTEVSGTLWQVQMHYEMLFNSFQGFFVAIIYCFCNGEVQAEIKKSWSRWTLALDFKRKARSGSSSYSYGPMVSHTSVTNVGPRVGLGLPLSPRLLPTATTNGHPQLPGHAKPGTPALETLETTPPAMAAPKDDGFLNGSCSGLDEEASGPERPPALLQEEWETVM
#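 HEK-293-derived GP2 cells expressing PTHR1 and a GloSensor cAMP reporter, 3,000/well, plated overnight, given luciferin plus IBMX (each 0.5 mM as added) for 1 h at 37 °C, then compound for 1 h at 37 °C. Luminescence was read after 15 min at room temperature.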
# pAkt inh: inhibitors of Akt phosphorylation. Neuro2A IGF-stimulated pAkt S473 HTRF, 20 min; hits give low values. activity change, % for hits at 50 µM. actives 0.32% (n = 360,000); in the data active = activity change below about -80%; inconclusive = mostly about -51% to -80%; note: % is set by controls: 0 for no effect and ±100 for the full control effect
#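 Neuro2A cells in DMEM with 0.5% FBS, overnight at 37 deg C, given compound at single 50 µM final, then IGF (6 nM final) for 20 min at 37 deg C. Lysed; phospho-Akt Ser473 by HTRF after 24 h, 665/615 ratio.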
# EPAC2 agonist: activates human EPAC2 exchange factor; EPAC2 activation, biochemical qHTS; response scale: 100% = 6.5 mM cAMP response; AID 720711; Potency, µM (top dose mostly 154 µM), inactives show at the top dose activation, most hits filed as activators; actives 0.079% (n = 360,000); note: potency is the fitted concentration of half-maximal effect; nearly all actives have a fitted effect of over 50% in size
#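 Compounds were titrated in qHTS against a Rap1B-BODIPY-GDP (250 nM) complex with EPAC2 (100 nM) and GDP (50 uM). BODIPY-GDP release tracked at 480/540 nm over 30 min at room temperature, normalized to 6.5 mM cAMP.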
# MmCpn inh: blocks the Methanococcus maripaludis chaperonin Mm-Cpn. purified Mm-Cpn ATPase, ADP Transcreener TR-FRET. Potency, µM (series often up to 76.9 µM), for the others: top-dose activity, negative = inhibition, hits mostly inhibitors. actives 0.031% (n = 330,000). AID 504842; note: potency is the fitted concentration of half-maximal effect; % is set by controls: 0 for no effect and ±100 for the full control effect; nearly all actives have a fitted effect of over 80% in size
#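 Quantitative HTS used 25 nM Mm-CPN and 10 uM ATP in magnesium/KCl Tris buffer, pH 7.4, with 1 mM DTT. Hydrolysis ran 30 min at 37°C; ADP was read by HTRF.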
# D3 ag: activates the human D3 dopamine receptor; P35462; D3R DiscoveRx beta-arrestin cells, luminescence, 90 min; max activation, %; actives 0.58% (n = 410,000); AID 652048; in the data active = max activation above about 30%; note: 0% is about no effect; mostly tested at two doses, the higher about 12 µM
# Target sequence (P35462 whole entry, looked up): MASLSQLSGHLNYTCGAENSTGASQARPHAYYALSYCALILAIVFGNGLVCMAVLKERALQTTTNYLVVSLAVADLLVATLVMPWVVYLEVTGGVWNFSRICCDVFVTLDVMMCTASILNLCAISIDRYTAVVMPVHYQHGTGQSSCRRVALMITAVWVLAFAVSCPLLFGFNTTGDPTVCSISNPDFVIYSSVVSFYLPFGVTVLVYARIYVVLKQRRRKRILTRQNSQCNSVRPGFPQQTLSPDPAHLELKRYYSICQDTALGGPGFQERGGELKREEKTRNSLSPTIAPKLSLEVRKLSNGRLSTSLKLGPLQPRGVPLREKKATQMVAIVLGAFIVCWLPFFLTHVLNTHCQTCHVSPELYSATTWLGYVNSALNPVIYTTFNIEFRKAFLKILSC
#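 Cells at 1500/well, incubated overnight, then treated with pinned compounds (dopamine as control) for 90 min at 37 degrees C. DiscoveRx reagent added for 30 - 60 minutes at room temperature; luminescence read.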
# D3 antag: blocks the human D3 dopamine receptor; D3R cells, DiscoveRx beta-arrestin luminescence, antagonist mode; hits give low values; max response, negative = inhibition, %; actives 2.5% (n = 360,000); in the data active = max response below about -50%; inconclusive = no clear call, values can overlap the other calls; note: % is set by controls: 0 for no effect and ±100 for the full control effect; mostly tested at two doses, the higher about 12 µM
#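 Cells expressing the human receptor were seeded at 1500 cells/well, incubated overnight at 37 degrees C in 5% CO2, then exposed to library compounds with dopamine controls for 90 minutes at 37 degrees C before luminescent detection.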
# EPAC2 antag: blocks human EPAC2 exchange factor; actives 0.18% (n = 360,000); EPAC2 GEF exchange of Rap1B-BODIPY-GDP, fluorescence; Q8WZA2; Potency, µM (top dose mostly 114 µM), without a hit: top-dose activity, negative = inhibition, most hits filed as inhibitors; AID 720708; note: potency is the fitted concentration of half-maximal effect; % is set by controls: 0 for no effect and ±100 for the full control effect; nearly all actives have a fitted effect of over 45% in size; many of its hits are not listed in these tables
# CCT chaperon mod: changes cytosolic chaperonin activity | purified chaperonin ATPase assay, HTRF ADP detection, 30 min | activity change, % (concentration not given with the values), hits read low | actives 0.3% (n = 360,000); in the data active = activity change below about -30%; note: % is set by controls: 0 for no effect and ±100 for the full control effect
#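 ATPase activity: ADP formed was measured by HTRF Transcreener (665/615 nm ratio) after 30 min at 37 deg C with 10 uM ATP. Compounds screened at one 76 uM concentration against 40 or 20 nM TRiC in Tris pH 7.4/KCl/MgCl2/DTT buffer.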
# An asterisk follows results filed as active; i = inactive; ? = inconclusive; . = not tested or not shown; & = joins results of further samples; [ ] = another dose, or the depositor's remark. Unless noted, calls come from the whole dose curve; as a rule, active = well fitted curve in the direction sought with a large enough effect; inconclusive = small, poorly fitted or top-dose-only effect, or another doubt; inactive = no such curve, though single readings can be large; an effect the other way counts as inactive or inconclusive. Only part of the results is shown. The share of hits here may be higher or lower than overall.
SMILES,PTHR1 ag,pAkt inh,EPAC2 agonist,MmCpn inh,D3 ag,D3 antag,EPAC2 antag,CCT chaperon mod
COc1cc2c(cc1O)C[C@H]1c3c(cc(O)c(OC)c3-2)CCN1C,i,i,2%,-11%,-57,3,-9%,0.4
O=[N+]([O-])c1ccc(N2CC2)c([N+](=O)[O-])c1,i,i,8%,.,-14,-21,3%,-6.6
COC(=O)[C@@H]1C(OC(=O)c2ccccc2)CC2CCC1N2C (some centres not stated),-3%,.,10%,2%,4,-9,7%,-2.0
CCCCn1c(O)c(C(C)=NCc2cccnc2)c(=O)[nH]c1=O,-16%,i,-3%,1%,-16,7,8%,3.1
CC1([N+](=O)[O-])COP(=O)(Nc2cccc(F)c2)OC1 (configuration not stated),i,i,-1%,.,6,3,5%,-1.6
C=CCN1C(=O)C2(C(C(=O)OCC)=C(N)Oc3c2c(=O)oc2ccccc32)c2ccccc21 (configuration not stated),i,i,13%,0%,-6,-19,-12%,-2.0
COc1ccc(-c2nn(CCC#N)cc2C(=O)Nc2ccc(C(C)=O)cc2)cc1[N+](=O)[O-],i,i,8%,0%,2,-6,3%,-0.4
FC(F)(F)c1ccc(CNCCc2c[nH]c3ccccc23)cc1,-92%[inhibitor],i,9%,1%,-7,8,3%,0.5
FC(F)(F)c1ccc2c(c1)N(CCCN1CCN(CCCl)CC1)c1ccccc1S2,i,i,3%,-1%,-18,-78*,-3%,-8.8
O=c1[nH]c(=O)n(-c2ccccc2F)c(O)c1/C=C1\C=Nc2ccccc21,-29%,i,-5%,0%,3,10,4%,-0.7
CC(C)=CCC/C(C)=C/CNC(=O)C[C@H]1C[C@H](C(=O)N(C(C)C)C(C)C)[C@@]2(C)c3[nH]c4ccc(Cl)cc4c3CCN2C1=O,-41%[inhibitor],i,-13%,0%,0,-20,-8%,0.0
COc1ccc(CCN(C)Cc2ccncc2)cc1OC,i,.,-11%,-2%,0,22,3%,1.3
O=C(CCc1ccccc1)N1C[C@H]2C[C@@H](C1)c1cccc(=O)n1C2,i,i,4%,-1%,8,22,-7%,-1.5
COc1ccc(-n2nnnc2C(c2cc3ccccc3o2)N2CCC(n3c(=O)[nH]c4ccccc43)CC2)cc1 (configuration not stated),-41%[inhibitor],i,12%,.,1,48,-2%,-1.0
CS(=O)(=O)c1ccc(C2=C(CNC(=O)c3cccs3)[C@H]3CC[C@@H](C2)N3Cc2ccccc2)cc1,-27%,i,4%,.,-2,-1,2%,-0.1
CCOC(=O)Cn1c(-c2ccccc2)ccc(C#N)c1=O,-67%[inhibitor],i,1%,-1%,0,3,-15%,0.7
O=C(c1cc2ccccn2n1)N1CCN(Cc2ccccc2)CC1,-57%[inhibitor],i,3%,-2%,3,5,5%,-2.7
O=C(NC1CCCCC1)N1C[C@H]2C[C@@H](C1)c1cccc(=O)n1C2,-5%,i,6%,3%,5,15,5%,0.7
Cc1c(N=Cc2c(O)n(CCc3ccccc3)c(=O)[nH]c2=O)c(=O)n(-c2ccccc2)n1C,-11%[57.5 µM],i,0%,0%,-3,0,-4%,0.2
O=C(O)Cn1cc(/C=C2\C(=O)NC(=O)N(c3ccc(Cl)cc3)C2=O)c2ccccc21,i,i,4%,-1%,4,36,-24%,1.8

# Record cards (already shown). Order of screens: PTHR1 ag	pAkt inh	EPAC2 agonist	MmCpn inh	D3 ag	D3 antag	EPAC2 antag	CCT chaperon mod
# Results for FC(F)(F)c1ccc2c(c1)N(CCCN1CCN(CCCl)CC1)c1ccccc1S2 : i	i	3%	-1%	-18	-78*	-3%	-8.8
# Results for COc1ccc(CCN(C)Cc2ccncc2)cc1OC : i	.	-11%	-2%	0	22	3%	1.3

# Additional structures follow:
SMILES,PTHR1 ag,pAkt inh,EPAC2 agonist,MmCpn inh,D3 ag,D3 antag,EPAC2 antag,CCT chaperon mod
COc1ccccc1CCNC1CCC(C(C)(C)C)CC1 (configuration not stated),-29%,i,9%,3%,-38,-74*,-4%,1.0
Cc1ccsc1CNCCc1ccc(F)cc1,15%,i,11%,-2%,-14,0,-2%,-0.2
COc1ccc(-n2c(CN3CCOCC3)nc3ccccc3c2=O)c(OC)c1,i,i,6%,-2%,-2,1,-10%,0.7
CCC(=O)c1ccc(OC(=O)N(C)c2ccccc2)cc1,i,i,1%,1%,2,-12,-1%,-2.7
C=CC[N+]1(C)C2CCC1CC(O)C2 (configuration not stated),-24%,i,-4%,-11%,3,10,-1%,-2.2
CCC1=CCN(CCc2c(C)[nH]c3ccccc23)CC1,7%,i,10%,.,-56,-63*,5%,-0.1
COc1ccccc1CC1/C(=N/O)C2CCN1CC2 (configuration not stated),i,i,6%,-3%,-3,24,0%,-4.8
COC(=O)C1=C(c2ccccc2)C[C@@H]2CC[C@H]1N2C(=O)N1CCCC1,i,i,5%,.,17,20,-11%,1.0
CCCCn1c(C)c(C(=O)OCC)c2c(CN3CCCC3)c(O)ccc21,-22%,i,11%,-3%,-9,-22,7%,5.7
Cc1ccc(N=C(N(C)C)P(=O)(N(C)C)N(C)C)cc1,i,i,9%,0%,-8,-19,1%,1.0
CCOP(=O)(OCC)c1cccc(OP(=O)(c2cccc([N+](=O)[O-])c2)c2cccc([N+](=O)[O-])c2)c1,-13%,i,8%,0%,12,9,-2%,-0.1
CC(=O)N1CCN(c2ccc([N+](=O)[O-])cc2C=C2C(=O)NC(=O)NC2=O)CC1,-20%,i,1%,0%,-2,-11,-5%,-1.5
Cc1oc(-c2ccccc2Cl)nc1CN1C(=O)CN=C(c2ccccc2)c2ccccc21,-52%[inhibitor],i,13%,0%,1,?,?,-1.5
CCN(CC)CCN=Cc1c(O)n(C2CCCCCC2)c(=O)[nH]c1=O,-44%[inhibitor][57.5 µM],i,11%,-7%,39*,0,-2%,-1.8
NCCc1ccc(OCc2ccccc2)c(OCc2ccccc2)c1,-17%,i,4%,0%,1,4,9%,-0.9
O=C(O)c1nonc1-c1nonc1C(=O)O,i,i,7%,1%,1,?,1%,-0.4
Cn1c(C(=O)N2CCC(C(=O)N3CCC4(CC3)OCCO4)CC2)cc2sccc21,-11%[57.5 µM],i,3%,0%,2,12,0%,-2.1
O=P1(Oc2ccccc2)CC=C[C@H](COCc2ccccc2)O1 (some centres not stated),-18%,i,3%,1%,-12,-22,2%,-1.0
CN/C=C(/Cl)P(=O)(OC(C)C)OC(C)C,-3%,i,8%,.,-8,-9,-6%,-2.5
Cc1ccc(C2=NN(CCC(=O)N3CCC4(CC3)OCCO4)C(=O)CC2)cc1,-3%,i,0%,-3%,1,7,-29%,2.5
Cc1cc(C=O)c(C)n1C(C)C,-39%[inhibitor],i,3%,0%,-3,-1,8%,3.1
CC[C@H]1CN2CC[C@@]3(C(=O)Nc4ccccc43)[C@@H]2C[C@@H]1/C(=C\OC)C(=O)OC,-4%,i,0%,.,11,28,2%,-0.6
O=C1NC(=O)C2(CCN(S(=O)(=O)c3ccccc3)CC2)C(=O)N1,-10%,i,4%,.,-2,-8,-8%,-0.9
O=c1c(O)c(-c2ccc(O)c(O)c2)oc2cc(O)cc(O)c12,-64%[inhibitor],i,1%,-14%,5&4,15,3%,-1.3
COc1cccc2c1N=C1CCCC3CN(C(C)=O)CCC123 (configuration not stated),i,i,9%,.,8,24,4%,-3.4
COCCOC(=O)C1=C(C)OC(N)=C(C(=O)OC)C12C(=O)Nc1ccccc12 (configuration not stated),-12%[57.5 µM],i,4%,1%,-4,10,4%,-8.6
Cc1cc2cc(CNC(=O)Nc3ccc(Cl)c(Cl)c3)ccc2n1C,-24%,i,17%,?,-7,0,6%,-0.1
COC(=O)C1=C(c2c(C)noc2C)C[C@@H]2CC[C@H]1N2C(=O)N1CCC(C)CC1,i,i,1%,-5%,0,6,6%,-2.0
Nc1ccc([N+](=O)[O-])cc1,-22%,i,12%,1%,-19&-6,2,-11%,-35*
COc1cccc(CNCCc2ccc(F)cc2)c1,-22%,i,8%,-1%,2,-6,6%,-0.9
O=C1NC(=O)C(=Cc2ccsc2)C(=O)N1,-5%,i,9%,2%,4,22,-3%,1.2
O=C(COc1ccc(S(=O)(=O)N2CCCCC2)cc1)N1CCN(Cc2ccccc2)CC1,-17%[57.5 µM],i,-10%,4%,0,22,1%,-0.7
Cc1ccc(C2SCC(=O)Nc3c2c(=O)[nH]n3C2CCOC(C)(C)C2)cc1 (configuration not stated),i,i,-1%,0%,2,15,-4%,0.1
CC1CCN(C(=O)CCl)CC1,i,i,9%,0%,3,-10,0%,-4.6
Cc1cccc(OP(N)(=O)Oc2cccc(C)c2C)c1C,-25%,i,1%,1%,7,1,-10%,-0.4
C#C[C@@]1(O)CCC2C3CCC4=C/C(=N/OCC(=O)NC(CCC(N)=O)C(=O)O)CC[C@]4(C)C3CC[C@@]21C (some centres not stated),i,i,0%,1%,-3,15,12%,-3.6
N#CC1c2ccccc2-n2nncc2CN1C(=O)CCc1ccccc1 (configuration not stated),-30%,i,0%,.,-22,0,11%,-1.0
Cc1ccc(NN=C2C(=O)OC(C)(C)OC2=O)c(C)c1,-37%[inhibitor],i,-3%,-5%,3,12,9%,-1.7
O=C(NC(=S)N1C[C@H]2C[C@H](C1)c1cccc(=O)n1C2)c1ccc(Cl)cc1,i,i,0%,3%,-6,26,0%,-5.2
COC(=O)c1ccc(C(C(=O)NC2CCCCC2)N(CCN2CCOCC2)C(=O)Cc2cccs2)cc1 (configuration not stated),-16%,i,6%,-8%,-1,-24,-17%,-1.1
COC(=O)C1=C(c2ccc3ccccc3c2)C[C@@H]2CC[C@H]1N2C(=O)NC(C)C,-33%[inhibitor],i,11%,-1%,5,-10,-11%,-1.4
C=CCn1c(O)c(C(CC)=NCC2CCCO2)c(=O)[nH]c1=O (configuration not stated),i,i,6%,1%,-1,13,-1%,0.8
Cn1nc(N)c2c1N=P(N1CCOCC1)(N1CCOCC1)N=C2c1ccccc1,i,i,0%,1%,3,8,3%,-0.2
CCN1CCN(c2cn[nH]c(=O)c2Cl)CC1,i,i,1%,1%,-22,-75*,-1%,-0.2
CCOP(=O)(OCC)c1nc(-c2ccccc2)oc1NCc1ccccc1,-55%[inhibitor],i,-11%,-2%,-4,20,-11%,1.1
COc1cccc(C(c2nnnn2Cc2ccccc2)N2CCC3(CC2)C(=O)NCN3c2ccccc2)c1OC (configuration not stated),-20%,i,5%,.,5,0,-27%,-0.9
CCCCn1nnnc1C(CCSC)N1CCC2(CC1)C(=O)NCN2c1ccccc1 (configuration not stated),-22%,i,6%,.,-10,-8,5%,1.2
Cc1ccccc1O,-7%,i,1%,0%,-3,2,4%,-2.1
